FLuc modulator: inhibits or activates purified firefly luciferase, miR-21 counter-screen. Potency, µM (doses to about 57.5 µM), inactives show top-dose activity change, negative = inhibition, usual class: inhibitors. purified FLuc, Km substrates, luminescence inhibition. AID 588342. P08659. 360,000 compounds, 6.9% hits;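 further: plate controls were vehicle for no effect and reference inhibitor for full effect; nearly all actives have a fitted effect of over 55% in size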
Target sequence (P08659 whole entry, looked up): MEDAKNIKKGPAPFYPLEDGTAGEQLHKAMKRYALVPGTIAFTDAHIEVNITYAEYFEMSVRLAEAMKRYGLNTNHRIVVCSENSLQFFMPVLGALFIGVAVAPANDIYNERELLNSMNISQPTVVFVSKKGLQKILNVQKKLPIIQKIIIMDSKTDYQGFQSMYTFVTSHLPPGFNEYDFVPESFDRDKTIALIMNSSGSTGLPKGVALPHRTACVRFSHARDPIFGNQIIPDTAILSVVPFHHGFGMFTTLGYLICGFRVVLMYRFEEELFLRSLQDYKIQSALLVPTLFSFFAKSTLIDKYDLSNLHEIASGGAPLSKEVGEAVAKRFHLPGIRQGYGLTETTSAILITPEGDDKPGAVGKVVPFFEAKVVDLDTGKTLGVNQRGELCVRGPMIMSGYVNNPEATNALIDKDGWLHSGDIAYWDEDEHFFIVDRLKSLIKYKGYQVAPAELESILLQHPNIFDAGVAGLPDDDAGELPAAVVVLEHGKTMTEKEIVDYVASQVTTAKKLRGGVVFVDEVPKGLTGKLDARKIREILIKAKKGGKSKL
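Biochemical qHTS of compounds, final roughly 60 µM downward over six points, against 10 nM purified firefly luciferase using Km concentrations of substrates (10 uM D-luciferin, 10 uM ATP) in Tris acetate pH 7.5 buffer; luminescence output.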
NPC1 prom act: activates the NPC1 promoter. Huh7 NPC1 promoter luciferase reporter, 24 h. Potency, µM (titrated, usually from 9.22 µM), inactives show top-dose activation, usual class: activators. 320,000 compounds, 2.4% hits;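 further: % of control where 0% means no effect; nearly all actives have a fitted effect of over 60% in size; reporter is driven by a mutant NPC1 promoter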
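In 1536-well qHTS, Huh7 cells harboring an NPC1 promoter–luciferase construct received compound for 24 h; activation was quantified by luminescence following luciferase reagent addition.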
RORg inh: blocks mouse ROR gamma transcriptional activity. Drosophila S2 Gal4-RORgamma UAS-luciferase reporter, 20 h. Potency, µM (highest dose often 53.6 µM), inactives show at the top dose activity change, negative = inhibition, usual class: inhibitors. 310,000 compounds, 5.4% hits. AID 2551; further: on the % scale 0 is the no-effect control and ±100 the full control effect; nearly all actives have a fitted effect of over 60% in size
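Using a luciferase readout, inhibitors were identified by reduced reporter activity in Drosophila cells coexpressing a copper-inducible Gal4–ROR gamma fusion and UAS-driven Photinus luciferase, incubated 20 hr after 700 uM copper sulfate.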
VP16 counter: counter-screen for ROR gamma inhibitors: Gal4-VP16 reporter | Drosophila S2 Gal4-VP16 UAS-luciferase, luminescence, 20 h | Potency, µM (top dose mostly 53.6 µM), for the others: top-dose activity, negative = inhibition, most hits filed as inhibitors | 310,000 compounds, 3.5% hits | AID 2546;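 further: Gal4-VP16 expression switched on by copper sulfate through the metallothionein promoter; on the % scale 0 is the no-effect control and ±100 the full control effect; nearly all actives have a fitted effect of over 50% in size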
p53 reactivation: re-activators of mutant p53; 320,000 compounds, 0.063% hits; Potency, µM (top dose mostly 92.2 µM), without a hit: at the highest dose activity change, positive = activation, hits mostly activators; AID 504706; H1299 p53-A138V BP100-luciferase reporter, luminescence, 24 h; further: % of control where 0% means no effect; nearly all actives have a fitted effect of over 45% in size
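p53-null H1299 cells stably carrying temperature-sensitive p53-A138V and a BP100-luciferase reporter were pinned with compounds (4-point, 1:5 series) and held 24 hrs at 37 deg C. Luminescence was read 10 min after detection reagent.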
BRCA1 expr act: BRCA1 expression activation; MCF7-BRCA1-FFLuc reporter, luminescence, 48 h; response scale: scaled: vehicle 0%, 10 µM genistein 100%; Potency, µM (series often up to 46.1 µM), for inactives: at the top dose activation, most hits filed as activators; 380,000 compounds, 1.1% hits; further: nearly all actives have a fitted effect of over 80% in size; some results filed as inactive show a strong effect at the top dose
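MCF7-BRCA1-FFLuc, 2000 cells/well; 2 h attach, 37 °C/5% CO2; compound 48 h; luciferase substrate 15 min; luminescence end-point. Norm. to genistein 10 microM max activation and DMSO; concentration-response curves fitted.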
Rab9 promoter act: activates the Rab9 promoter; Huh7 Rab9 promoter-luciferase reporter, luminescence, 24 h; Potency, µM (titrated, usually from 9.22 µM), inactives show top-dose activation, negative = inhibition, hits mostly activators; 320,000 compounds, 2.8% hits; AID 485297; further: % of control where 0% means no effect; nearly all actives have a fitted effect of over 60% in size
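Huh7 reporter line, Rab9 promoter upstream of luciferase. Compound exposure 24 h at 37 °C in reduced-serum medium with 10% FBS. Read-out: luminescence.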
ELG1 genotoxic: induces genotoxicity in HEK293T cells with luciferase-tagged ELG1; HEK293T ELG1-luciferase reporter, luminescence, 16 h; Potency, µM (top dose mostly 46 µM), for the others: at the top dose activity change, positive = activation, most hits filed as activators; 330,000 compounds, 1.3% hits; further: % of control where 0% means no effect; nearly all actives have a fitted effect of over 60% in size
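Luminescence read-out: rising ELG1-luciferase signal, reflecting elevated ELG1 protein under genetic stress, flags genotoxic compounds. Cells were treated for 16 hr at 37 °C before ONE-Glo detection.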
MLL CXXC-DNA inh: MLL CXXC-DNA interaction inhibition. Q03164. AID 2662. 290,000 compounds, 0.037% hits. Potency, µM (doses to about 115 µM), inactives show top-dose activity change, negative = inhibition, usual class: inhibitors. MLL-CXXC / FITC-HOXA9 DNA fluorescence polarization; active means well fitted inhibition curve with a large enough effect in the polarisation, with a control signal flat, not every such curve was filed as active; inconclusive means small, poorly fitted or top-dose-only effect, or effect the other way, or a change in a side signal; inactive means no such curve, though single readings can be large or run the other way; the % refers to the polarisation
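Purified MLL-CXXC (added from a 7 uM solution) was preincubated 5 min at ambient with pinned compounds in 50 mM Tris-HCl pH 7.5, 50 mM NaCl, 1 mM DTT, 0.05% BSA. Fluorescein-labeled HOX-A9 DNA (50 nM solution) followed, 30 min, then polarization read.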
MBNL1-CUG inh: blocks human MBNL1 binding to CUG repeat RNA; Q9NR56; TR-FRET MBNL1-His/biotin-(CUG)12 binding, 665/545 ratio; 280,000 compounds, 0.036% hits; Potency, µM (top dose mostly 57.5 µM), for the others: at the top dose activity change, negative = inhibition, most hits filed as inhibitors; active means well fitted inhibition curve with a large enough effect in the signal ratio, with a control signal flat, not every such curve was filed as active; inconclusive means small, poorly fitted or top-dose-only effect, or effect the other way, or a change in a side signal; inactive means no such curve, though single readings can be large or run the other way; the % refers to the signal ratio; further: on the % scale 0 is the no-effect control and ±100 the full control effect
Target sequence (Q9NR56 whole entry, looked up): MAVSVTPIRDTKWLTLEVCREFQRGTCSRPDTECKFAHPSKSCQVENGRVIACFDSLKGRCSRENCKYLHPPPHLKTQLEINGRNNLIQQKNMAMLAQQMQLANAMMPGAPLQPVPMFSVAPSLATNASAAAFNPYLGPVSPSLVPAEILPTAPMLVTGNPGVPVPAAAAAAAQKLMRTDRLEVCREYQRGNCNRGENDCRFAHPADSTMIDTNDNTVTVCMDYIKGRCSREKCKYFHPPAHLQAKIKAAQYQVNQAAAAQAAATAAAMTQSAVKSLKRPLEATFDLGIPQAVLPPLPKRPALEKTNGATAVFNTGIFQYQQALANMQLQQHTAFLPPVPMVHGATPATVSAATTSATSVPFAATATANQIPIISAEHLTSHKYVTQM
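MBNL1-His + Biotin-(CUG)12, cpd titration 92 nM–58 uM; Tb anti-His Ab 0.055 ng/ul, SA-XL665 5 nM (final); 60 min RT; ratiometric 665/545 nm, Ex 340 nm; normalized to buffer and full-complex controls.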
uPA generation: inhibitors of cell surface uPA generation | cell surface uPA generation assay, qHTS | 330,000 compounds, 0.31% hits | Potency, µM (series often up to 38.3 µM), without a hit: top-dose activity change, negative = inhibition, actives largely listed as inhibitors; active means well fitted inhibition curve with a large enough effect; inconclusive means small, poorly fitted or top-dose-only effect; inactive means no such curve, though single readings can be large or run the other way; tested in mouse RAW 264.7 cells; further: on the % scale 0 is the no-effect control and ±100 the full control effect; nearly all actives have a fitted effect of over 55% in size
Numbers without * were called inactive; ? = inconclusive; / = no result given; & = joins results of further samples; [ ] = remark or other dose. Unless noted, the call rests on the fitted dose curve; in most records, active means well fitted curve in the direction sought with a large enough effect; inconclusive means small, poorly fitted or top-dose-only effect, or another doubt; inactive means no such curve, though single readings can be large; an effect the other way counts as inactive or inconclusive. Potency means the concentration at half of the fitted maximal effect.

entry	compound	FLuc modulator	NPC1 prom act	RORg inh	VP16 counter	p53 reactivation	BRCA1 expr act
1	CC(C)(C)OC(=O)N1CCC(C(=O)N2CCC[C@H]2C(=O)O)CC1	10%	1%	-1%	-1%	-10%	1%
2	O=C(C[n+]1ccc(-c2nnc3n2CCCCC3)cc1)c1ccc(Cl)cc1	0%	0%	8%	-2%	-1%	1%
3	CCOc1ccccc1NC(=O)Nc1cc(C(=O)O)ccc1C	2%	-2%	10%	-3%	-2%	30%
4	Cc1cc(NC(=O)CCN2C(=O)C3C4CCC(C4)C3C2=O)c(C)cc1Br (stereo not drawn)	1%	-2%	10%	7%	-6%	0%
5	Cc1ccccc1C(=O)NC1CCN(Cc2ccccc2)CC1	-1%	-3%	-4%	7%	3%	-8%
6	O=C(CSc1nnc(-c2ccncc2)n1-c1ccc(Cl)cc1)NCc1cccs1	-9%	2%	46%	3%	0%	-21%
7	CCOc1ccccc1OCC(=O)NCc1ccco1	-2%	2%	-8%	-1%	3%	17%
8	COC(=O)c1ccc(CNC(=O)COC(=O)CC23CC4CC(CC(Br)(C4)C2)C3)cc1	-1%	8%	-12%	-10%	26%	-17%
9	COc1ccc(C(=O)N2c3ccccc3C=CC2C#N)cc1 (stereo not drawn)	-12%	-2%	23%	1%	7%	-28%
10	CCOc1ccc(NC(=O)CN(C)C(=O)CN2C(=O)NC3(CCCC3)C2=O)cc1OCC	-2%	-1%	/	/	-11%	-8%
11	CN1CCN(S(=O)(=O)c2ccccc2)CC1	0%	-1%	-15%	5%	11%	9%&-1%
12	CCc1ccc(OCCCCCn2ccnc2)cc1	-18%	-8%	11µM*	?	/	0%
13	Cc1ccc(S(=O)(=O)NNC(=O)CCC(=O)Nc2ccccc2Cl)cc1	1%	0%	-15%	-4%	-1%	-2%
14	CCOC(=O)C1=C(C)N2C(=C(C#N)[C@@H]1c1ccc(C(=O)OC)cc1)SC[C@@]2(O)C(C)(C)C	4%	1%	4%	3%	-1%	-25%
15	COc1ccccc1NC(=O)NCCCN1CCN(c2cccc(Cl)c2)CC1	0%	-2%	-16%	-4%	4%	-6%

entry	Rab9 promoter act	ELG1 genotoxic	MLL CXXC-DNA inh	MBNL1-CUG inh	uPA generation
1	-4%	1%	-2%	12%	-1%
2	-2%	-2%	5%	?	-5%
3	-6%	-1%	7%	7%	-8%
4	-2%	-1%	-23%	15%	/
5	0%	2%	6%	-10%	0%
6	4%	1%	0%	-4%	1%
7	-6%	-3%	-2%	-8%	-5%
8	8%	1%	?	?	4%
9	-2%	1%	9%	6%	-4%
10	-2%	2%	/	/	2%
11	-1%	-8%	15%	-18%	0%
12	-7%	3%	-15%	-1%	-2%
13	3%	0%	0%	-4%	2%
14	-3%	0%	1%	?	-5%
15	-3%	-6%	0%	-5%	-11%

Additional compounds follow:
entry	compound	FLuc modulator	NPC1 prom act	RORg inh	VP16 counter	p53 reactivation	BRCA1 expr act
16	Cc1nc(SCc2ccc(O)c([N+](=O)[O-])c2)c([N+](=O)[O-])[nH]1	?	0%	-17%	-12%	-3%	-5%
17	Cc1cccc(-c2n[nH]c(=S)n2-c2ccccc2)c1[N+](=O)[O-]	-1%	-3%	13µM*	?	4%	-7%
18	CCOC(=O)c1c(C)nc2sc3c(=O)n(-c4ccc(C(C)=O)cc4)cnc3c2c1-c1ccc(Cl)cc1	2%	1%	-24%	-1%	-2%	-53%
19	COCCCn1c(SCC(=O)NC2CCCCC2)nnc1-c1ccncc1	2%	2%	-5%	-4%	16%	5%
20	Cn1nc(OCc2ccccc2)ccc1=O	3%	-1%	-8%	-5%	-8%	0%
21	CCOc1ccc(NC(=O)NC2CCS(=O)(=O)C2)cc1 (stereo not drawn)	-1%	7%	2%	-12%	-2%	3%
22	O=C1CCCCC/C1=N/Nc1ccc(OCc2ccccc2)cc1	?	24%	17%	0%	12%	28%
23	CN1C(=O)c2ccccc2C(C(=O)O)C1c1cccc(F)c1 (stereo not drawn)	1%	-9%	-7%	-4%	7%	-2%
24	Cc1ccn2cc(C(=O)NCc3ccco3)nc2c1	-12%	6%	4%	-2%	22%	56%
25	O=C(Cc1ccccc1F)Nc1cc(S(=O)(=O)N2CCCC2)ccc1Cl	3%	-2%	/	/	4%	-15%
26	CCN(CC)CCOC(=O)c1cc(Cl)c(N)cc1OC	2%	-9%[46.1 µM]	-24%	8%	-2%	13%
27	O=C1NC(=S)S/C1=C\c1ccc(SCc2ccco2)o1	?	3%	-20%	?	1%	-6%
28	O=C(CCC1CCCN(C(=O)c2ccc(F)c(F)c2)C1)N1CCN(c2ccccn2)CC1 (stereo not drawn)	2%	-4%	0%	1%	-4%	-25%
29	COCCN(Cc1cc2ccc(C)cc2[nH]c1=O)S(=O)(=O)c1ccccc1	-2%	5%	39%	3%	-3%	-5%
30	CCOc1ccccc1/C=C/c1nc2ccccc2[nH]c1=O	-10%	3.2µM*	?	-10%	-48%[inhibitor]	-1%

entry	Rab9 promoter act	ELG1 genotoxic	MLL CXXC-DNA inh	MBNL1-CUG inh	uPA generation
16	-5%	2%	-22%	?	-9%
17	-3%	-3%	20%	/	3%
18	-6%	-3%	15%	2%	2%
19	5%	1%	-5%	-2%	/
20	0%	7%	1%	-1%	0%
21	-3%	0%	5%	-4%	0%
22	17%	9%	-4%	-10%	-2%
23	3%	1%	1%	-13%	4%
24	14%	11%	-3%	-9%	/
25	2%	-1%	/	/	-29%
26	-5%[46.1 µM]	-5%	-9%	/	26%
27	0%	-3%	25%	?	?
28	-4%	-10%	8%	-4%	1%
29	7%	2%	3%	4%	1%
30	4µM*	5%	?	?	-10%

Ordered by value in uPA generation (largest number first): some entries from above
cpd	Compound	NPC1 prom act	RORg inh	p53 reactivation	BRCA1 expr act	Rab9 promoter act	MLL CXXC-DNA inh	uPA generation
13	Cc1ccc(S(=O)(=O)NNC(=O)CCC(=O)Nc2ccccc2Cl)cc1	0%	-15%	-1%	-2%	3%	0%	2%
3	CCOc1ccccc1NC(=O)Nc1cc(C(=O)O)ccc1C	-2%	10%	-2%	30%	-6%	7%	-8%
15	COc1ccccc1NC(=O)NCCCN1CCN(c2cccc(Cl)c2)CC1	-2%	-16%	4%	-6%	-3%	0%	-11%

Remaining list, next part:
entry	compound	FLuc modulator	NPC1 prom act	RORg inh	VP16 counter	p53 reactivation	BRCA1 expr act
31	O=C(O)c1ccccc1C(=O)NCc1c(Cl)cccc1Sc1ccc(Cl)cc1	1%	-2%	24%	1%	1%	-18%
32	CCCN(CCC)c1nc(-c2ccccn2)nc2ccccc12	6%	-37%[inhibitor]	3.5µM*	5µM*	3%	-85%
33	COc1ccc(CCNC(=O)CSc2ccccc2)cc1OC	-2%	0%	?	-8%	2%	-16%
34	Cc1ccc(NC(=S)N/N=C2\CC3CC=CC23)c(C)c1 (stereo not drawn)	-4%	2%	21%	-7%	1%	3%
35	Cc1cc(C)nc(NC(=O)C2c3ccccc3Oc3ccccc32)n1	-2%	-10%	-11%	3%	-2%	-22%
36	O=C(CSc1nncs1)Nc1ccc(S(=O)(=O)N2CCCC2)cc1	-4%	-1%	2%	-7%	6%	1%
37	Cc1ccccc1NC(=O)NC1(C(=O)N2CCC(C(N)=O)CC2)CCCCC1	-1%	2%	-17%	17%	6%	-3%
38	CC(C)(C)NC(=O)Cn1nnc(-c2ccc(S(C)(=O)=O)cc2)n1	-2%	-4%	-4%	1%	-7%	-1%
39	CN(C)S(=O)(=O)c1cc(NC(=O)CN2CCN(c3ccccc3F)CC2)ccc1Cl	0%	-4%	21%	0%[10 µM]	3%	-17%
40	CCN1C(=O)N(C)C(N(O)C(=O)NC)C1(C)C (stereo not drawn)	2%	-1%	-13%	-3%	6%	-12%

entry	Rab9 promoter act	ELG1 genotoxic	MLL CXXC-DNA inh	MBNL1-CUG inh	uPA generation
31	-4%	0%	9%	1%	-2%
32	-55%[inhibitor]	-10%	31%[activator]	5%	-18%
33	-3%	1%	1%	7%	-9%
34	14%	18%	-1%	1%	17%
35	-4%	0%	-8%	-7%	1%
36	13%	-3%	15%	-6%	1%
37	0%	2%	1%	4%	13%
38	19%	2%	-7%	-1%	-1%
39	0%	-14%	-3%	-7%	-6%
40	4%	3%	-1%	-6%	0%

Screening results as filed in PubChem.

A portion of the library; rates above refer to the full screens.
